Arrestin-AP2 inh = human beta-arrestin and AP2 interaction inhibition. FITC-arrestin peptide / GST-AP2 beads, flow cytometry; AP2 beta2 appendage carries R879A mutation. inhibition, % at 10 µM. actives 0.31% (n = 340,000);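 active = inhibition above a set limit, near 3 SD of compounds lacking own fluorescence, cut at about 54% in these data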;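 also: plate controls were DMSO wells for no effect and 5 µM unlabelled arrestin peptide for full effect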
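System: GST-AP2 R879A glutathione beads. Medium: PBS with 0.05% Tween 20 and 0.1% BSA. Also added: FITC-arrestin peptide, 50 nM. Incubation: 12 min plus 1 h, RT. Measured by: high-throughput flow cytometry of beads, ex 488, em 535 nm. Evaluation: percent drop in bead-associated FITC signal.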
Keap1 Nrf2 FP = disrupts human Keap1 binding to Nrf2 peptide; AID 504523; inhibition, % at 9.4 µM; actives 0.15% (n = 340,000); Q14145; Keap1 Kelch-Nrf2 peptide fluorescence polarization, 1536-well; in the data active = inhibition above about 12%; inconclusive = no clear call, values can overlap the other calls; inactive = below about 7.3%;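 also: human Keap1 Kelch domain with fluorescein labeled Nrf2 9mer peptide probe; 0% = neutral control wells and 100% = peptide positive control; higher means more block of Keap1 binding to Nrf2 peptide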
V-ATPase pHluor = yeast V-ATPase proton transport regulation by pHLuorin | S. cerevisiae, pHLuorin cytosolic pH fluorescence | response, % at 10 µM | actives 0.37% (n = 350,000) | AID 504577; in the data active = response mostly above about 7.3%, no sharp cut-off; inactive = mostly below about 5.4%; also: actives read high; inactives centre near 0; some compounds called inactive have numbers as strong as hits; reference of the scale not given here
RTF Ca sens act = increases calcium sensitivity of human cardiac regulated thin filaments; IANBD-labeled TnC RTF fluorescence at EC20 calcium; 0% EC20 calcium, 100% full calcium; activation, % at 7.2 µM; actives 0.24% (n = 340,000);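 active = activation above the mean over all tested compounds plus 3 SD, cut at about 30% in these data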;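 also: rise in fluorescence read as greater calcium sensitivity of cardiac thin filaments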
OPRM1-OPRD1 ag = agonists of human mu-delta opioid receptor heterodimerization; activation, % at 9.3 µM; P35372+P41143; cells, OPRM1-OPRD1 heterodimerization, luminescence; actives 0.3% (n = 340,000); in the data active = activation above about 18%;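 also: 0% = vehicle-treated cells and 100% = reference agonist; values of inactives mirror those of a sister screen read the other way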
Wnt act = activates Wnt/beta-catenin signaling in a reporter cell assay; activator, plate reader; AID 743398; actives 1.2% (n = 300,000); activation, % at 9.35 µM; in the data active = activation above about 30%, passing the limit was not always enough; inconclusive = no clear call, values can overlap the other calls;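 also: 0% = neutral control wells and 100% = positive control wells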
C-LANA FP = inhibitors of KSHV LANA C-terminal domain DNA binding; actives 0.078% (n = 340,000); inhibition, % at 9 µM; AID 504423; MBP-C-LANA/FAM-LBS DNA binding, fluorescence polarization;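 active = highest replicate inhibition at or above 60% at 9 µM, even if other replicates fall short; inactive = all replicates below 60% inhibition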;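 also: 0% = neutral control wells and 100% = 4 µM acridine orange control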
Cardiac RTF inh = cardiac RTF calcium desensitization; IANBD-labeled cardiac RTF, Ca2+ fluorescence; actives 0.12% (n = 340,000); inhibition, % at 7.15 µM; P19429+P45379;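 active = inhibition above the mean inhibition of all tested compounds plus 3 SD, cut at about 17% in these data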;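 also: assay run at fixed EC70 calcium of 1.6 mM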
DSG3 Ab inh = human desmoglein-3 autoantibody binding inhibition; P32926; binding (percent of control), % at 10 µM; actives 0.48% (n = 310,000); DSG3-coupled beads, scFv-anti-DSG3-GFP binding, flow cytometry; active compounds read low;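 active = binding more than 3 SD below its plate's average and above zero; inconclusive = below that plate limit but binding exactly zero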;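 also: hits lower antibody fragment binding to DSG3; some compounds called inactive have numbers as strong as hits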
Target sequence (P32926 whole entry, looked up, the tested form may be a part): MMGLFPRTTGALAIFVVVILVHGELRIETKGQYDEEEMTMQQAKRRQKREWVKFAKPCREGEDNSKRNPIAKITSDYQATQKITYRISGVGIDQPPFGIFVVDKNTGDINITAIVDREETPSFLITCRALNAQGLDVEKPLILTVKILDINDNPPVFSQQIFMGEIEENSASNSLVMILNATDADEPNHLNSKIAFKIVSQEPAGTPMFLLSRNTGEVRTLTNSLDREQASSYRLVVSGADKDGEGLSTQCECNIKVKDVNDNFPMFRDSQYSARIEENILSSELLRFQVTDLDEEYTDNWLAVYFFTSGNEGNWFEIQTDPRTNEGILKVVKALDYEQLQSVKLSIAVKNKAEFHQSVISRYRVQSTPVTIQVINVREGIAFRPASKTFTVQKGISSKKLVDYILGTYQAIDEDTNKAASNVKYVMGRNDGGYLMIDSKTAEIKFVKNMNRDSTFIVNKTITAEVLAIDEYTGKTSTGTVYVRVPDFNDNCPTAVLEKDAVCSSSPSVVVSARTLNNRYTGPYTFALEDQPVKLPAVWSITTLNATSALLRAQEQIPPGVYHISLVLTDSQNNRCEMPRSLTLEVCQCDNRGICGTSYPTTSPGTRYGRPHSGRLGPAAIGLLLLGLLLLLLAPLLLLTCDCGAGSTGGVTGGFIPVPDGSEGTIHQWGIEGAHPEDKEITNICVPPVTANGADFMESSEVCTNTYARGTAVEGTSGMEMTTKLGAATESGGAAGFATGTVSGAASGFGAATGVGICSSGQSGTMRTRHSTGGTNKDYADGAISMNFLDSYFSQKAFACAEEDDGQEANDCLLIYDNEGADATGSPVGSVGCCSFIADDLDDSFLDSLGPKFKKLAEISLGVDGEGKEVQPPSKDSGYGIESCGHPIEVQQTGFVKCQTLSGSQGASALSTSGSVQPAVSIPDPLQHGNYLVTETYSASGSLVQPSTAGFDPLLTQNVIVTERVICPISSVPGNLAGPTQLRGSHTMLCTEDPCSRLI
OPRM1-OPRD1 inv = inverse agonists of human mu-delta opioid receptor heterodimerization | inhibition, % at 9.3 µM | actives 0.21% (n = 340,000) | P35372+P41143 | cell-based MOR-DOR heterodimer luminescence, inverse agonism; in the data active = inhibition above about 22%, passing the limit was not always enough;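 also: 0% = cells with DMSO and 100% = wells without cells with DMSO; values of inactives mirror those of a sister screen read the other way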
Active calls of the source: *; ? = inconclusive; . = not tested or not shown.

SMILES	Arrestin-AP2 inh	Keap1 Nrf2 FP	V-ATPase pHluor	RTF Ca sens act	OPRM1-OPRD1 ag	Wnt act	C-LANA FP	Cardiac RTF inh	DSG3 Ab inh	OPRM1-OPRD1 inv
O=C(O)c1ccc(NC(=O)c2cccc(C(=O)Nc3ccc(C(=O)O)cc3)n2)cc1	6	-4	2	0	-2.4	1	1.8	-5	104	11
O=C(Oc1ccc(N2C(=O)CCC2=O)cc1)c1ccccc1Cl	28	2	2	-3	-2.6	.	-0.8	-2	96	14
COC(=O)c1cc(-c2cccs2)nc2ccccc12	6	-4	6	-1	1.2	.	2.5	-14	92	-6
Cc1ccc(S(=O)(=O)NCCC(=O)N2CC(C)OC(C)C2)cc1C (centres undefined)	1	-1	0	-1	3.4	-2	-0.6	-8	103	-22
COc1cc(NC(=O)COc2cc3oc(=O)cc(C)c3cc2Cl)cc(OC)c1OC	13	-3	-1	5	-1.9	-2	-0.1	-10	102	10
CCCc1nc2c(=O)n(C)c(=O)[nH]c2n1CCC	18	-1	-1	-4	-3.0	.	-0.5	6	107	14
CCC(CC)c1nnc(NC(=O)c2cc([N+](=O)[O-])ccc2N2CCOCC2)s1	6	1	4	-5	-3.0	-1	-0.6	-6	99	11
O=C1CSC(c2cccnc2)N1Cc1ccc(Cl)c(Cl)c1 (centres undefined)	-6	0	0	-4	-2.5	0	2.2	0	.	12
CC1(C)Cc2c(cnn2-c2ccccc2)C(NC(=O)C2(C(N)=O)CC2)C1 (centres undefined)	-6	0	-1	-1	-3.7	0	1.4	7	107	19
CCN(CC(=O)Nc1ccc(Br)c(C)c1)CC(=O)NC(C)C	17	5	-4	0	-0.6	0	0.1	-3	101	3
COc1cc2c(=O)n(CCC(=O)NCC3CCCO3)c(=O)n(CC(=O)Nc3ccccc3C)c2cc1OC (centres undefined)	6	-7	-1	0	-1.2	-1	2.1	1	101	6
O=C(c1cccc(C(F)(F)F)c1)N1CCN(C2CCCCC2)CC1	-1	-2	-1	-6	-1.1	.	-1.1	-7	94	6
Oc1ccc(/C=N/Nc2nc(N3CCCC3)nc(N3CCCC3)n2)cc1O	58*	1	0	1	-0.4	-3	0.2	-1	104	2
O=C(NNC(=S)Nc1ccccc1Cl)c1ccncc1	-8	-8	-2	1	-4.2	19	-1.2	-11	103	22
COc1ccc(NC(=O)CSCC(=O)Nc2nnc(CC(C)C)s2)cc1	-3	-1	-3	-3	-4.5	1	-0.5	0	106	22

A draw from above in order of formula weight, low to high.
SMILES	Arrestin-AP2 inh	Keap1 Nrf2 FP	V-ATPase pHluor	RTF Ca sens act	OPRM1-OPRD1 ag	Wnt act	C-LANA FP	Cardiac RTF inh	DSG3 Ab inh	OPRM1-OPRD1 inv
COC(=O)c1cc(-c2cccs2)nc2ccccc12	6	-4	6	-1	1.2	.	2.5	-14	92	-6
O=C(Oc1ccc(N2C(=O)CCC2=O)cc1)c1ccccc1Cl	28	2	2	-3	-2.6	.	-0.8	-2	96	14
O=C(c1cccc(C(F)(F)F)c1)N1CCN(C2CCCCC2)CC1	-1	-2	-1	-6	-1.1	.	-1.1	-7	94	6
CCN(CC(=O)Nc1ccc(Br)c(C)c1)CC(=O)NC(C)C	17	5	-4	0	-0.6	0	0.1	-3	101	3

Remaining list, next part:
SMILES	Arrestin-AP2 inh	Keap1 Nrf2 FP	V-ATPase pHluor	RTF Ca sens act	OPRM1-OPRD1 ag	Wnt act	C-LANA FP	Cardiac RTF inh	DSG3 Ab inh	OPRM1-OPRD1 inv
Cc1ccccc1C1c2[nH]c3ccccc3c2C[C@H]2C(=O)N(C3CCN(Cc4ccccc4)CC3)CC(=O)N12 (some centres undefined)	-8	-1	2	6	2.2	-2	-1.5	-9	97	-11
O=C(O)CC1(CC(=O)Nc2ccc3c(c2)C(=O)OC3)CCCCC1	11	.	5	.	.	0	.	.	101	.
Cc1cc(-n2c(C)cc(C(=O)CSc3nc(N)cc(=O)[nH]3)c2C)no1	45	3	-3	1	1.4	-3	2.3	-4	87	-7
O=C1c2ccc([N+](=O)[O-])cc2S(=O)(=O)N1Cc1ccccc1	-17	-2	3	-4	8.9	1	-3.4	-9	96	-49
CCOc1ccc(-c2cc(C(=O)NCCCN3CCCC3)c3ccccc3n2)cc1	-3	-4	0	-1	-0.6	1	-0.7	-2	.	3
COc1ccc(CN=C(NS(=O)(=O)c2cccs2)SC)cc1	1	-5	-4	1	0.1	-2	0.6	-7	.	0
N#CCCCCN1CCCC1	-1	1	0	-2	-1.8	0	-1.2	4	97	8
Cc1cc(C(=O)COC(=O)C2=NNC(=O)CC2)c(C)n1-c1ccc(OC(F)F)cc1	17	-6	4	3	0.3	.	-0.6	6	102	-1
COc1ccc(OC)c(C(=O)CSc2nnnn2C)c1	-3	3	0	3	-2.1	.	0.7	-3	97	11
COC(=O)C1=C(C)N(CCCC(=O)O)C(=O)NC1c1ccccc1OS(=O)(=O)c1ccccc1[N+](=O)[O-] (centres undefined)	26	-4	-6	-5	51*	-3	-0.3	-1	102	-296
Fc1ccccc1CNC(=S)Nc1cccc(C(F)(F)F)c1	19	8	2	1	3.6	3	-4.4	-3	99	-19
CC1(C)NC(=O)N(CC(O)CN(c2cccc([N+](=O)[O-])c2)S(=O)(=O)c2ccccc2)C1=O (centres undefined)	18	1	-1	-8	-3.4	1	2.8	3	102	18
COc1ccc(S(=O)(=O)N/N=C\c2ccc3c(c2)OCO3)cc1	11	-2	4	-1	-0.2	-2	0.7	-4	100	1
CCCCn1cnc2c(SCc3ccccc3)nc(N)nc21	0	-1	4	0	-2.2	14	0.2	-3	.	11
COCCCN(C(=O)c1cc2c(s1)CCCCC2)c1c(N)n(Cc2ccccc2)c(=O)[nH]c1=O	0	-5	-2	-5	-2.9	-2	-1.4	-1	105	14
CCOC(=O)C1CCN(S(=O)(=O)CCNC(=O)c2ccccc2)CC1	2	-1	1	-4	-0.7	-2	0.3	-6	104	4
COc1ccc([N+](=O)[O-])cc1NCc1ccccc1	45	1	1	5	3.5	3	0.2	-8	96	-16
CCN(CC)CCCNC(=O)c1oc2ccc(S(=O)(=O)N3CC(C)CC(C)C3)cc2c1C (centres undefined)	4	-4	2	0	-1.6	-4	-0.3	6	115	11
COc1cc(/C=N/n2c(-c3ccccc3)n[nH]c2=S)ccc1O	-2	-7	-4	2	1.3	-1	-0.4	-10	91	-6
CCCC(=O)N1c2ccccc2C(N(C(C)=O)c2ccccc2)CC1C (centres undefined)	3	-8	3	-12	-0.3	.	-2.4	-4	106	2
CC(=O)NC(Cc1cc(C)ccc1C)C(=O)N1CCN(C(=O)Nc2ccc(C(C)=O)cc2)CC1 (centres undefined)	26	-1	0	-3	-2.1	.	-0.1	7	.	12
O=C(CN1C(=O)c2cccnc2Oc2ccc(Cl)cc21)NCCc1ccccc1	10	1	-1	-3	-0.6	5	0.0	-3	106	3
Cc1ccc(C)c(OCCC(=O)OCC(=O)N2CCN(c3ccccc3)CC2)c1	13	7	2	2	-0.4	3	1.2	-2	109	1
Cc1cc(C(=O)N2CCC(C(=O)O)CC2)c(C(F)(F)F)o1	30	0	-1	8	-2.7	0	-0.3	0	108	14
COc1cc(/C=C/C(=O)NCCc2ccc(S(N)(=O)=O)cc2)ccc1OCC#N	12	-1	1	0	-3.1	-2	-0.3	1	93	16
CC(C)Cn1c(N)c(C(=O)NCC2CCCO2)c2nc3ccccc3nc21 (centres undefined)	10	-5	-1	1	-11	-2	0.3	3	106	44*
O=C(Nc1cc([N+](=O)[O-])ccc1F)C1CCN(S(=O)(=O)c2cccs2)CC1	48	-7	-1	-3	0.7	-2	1.4	-3	90	-4
CCOC(=O)/C(O)=C/c1ncc(C(F)(F)F)cc1Cl	9	2	-1	-1	1.3	-1	0.1	-3	.	-6
CCOc1ccccc1CN1CCNC(=O)C1CC(=O)N(C)CCc1ccccn1 (centres undefined)	-1	-3	-4	0	-1.1	-1	0.3	1	99	6
CCOC(=O)Nc1cc(OCC)c(NC(=O)C2CC2)cc1OCC	0	-3	7	-7	0.6	.	-0.4	-6	123	-4
COc1ccccc1NS(=O)(=O)c1ccc(C(=O)NCCCn2ccnc2)cc1	46	-1	0	-3	-1.3	-4	0.5	-8	96	5
C/C(Sc1nnc(Cc2ccccc2)o1)=C(\O)c1ccccc1	-7	-2	10	5	-0.3	-8	-1.7	2	120	2
CCOc1ccc(C(c2c(NC(=O)c3ccco3)sc(C)c2C)N2CCOCC2)cc1 (centres undefined)	-6	-6	1	2	3.6	-5	0.0	-7	104	-14
CC(C)CNS(=O)(=O)c1ccc(OCC(=O)NCc2ccco2)cc1	32	3	-3	1	0.5	0	-0.3	5	96	-4
CN(C)N=Nc1ccc(S(=O)(=O)NC(=O)Cc2ccccc2)cc1	28	-2	2	1	-1.3	4	-3.0	6	95	6
Cn1c(=O)c2c([nH]c(=O)n2C)n(C)c1=O	36	0	1	-6	0.4	-1	0.2	-4	.	-3
CCC1(C(=O)c2ccccc2)C(c2ccc([N+](=O)[O-])cc2)C1(C(=O)OC)C(=O)OC (centres undefined)	30	-1	-1	6	-3.5	.	1.3	5	98	15
Nc1cc(C(=O)O)c(N)c2c1C(=O)c1ccccc1C2=O	-3	?	-2	5	1.7	.	43	-9	103	-9
Cc1cccc(NC(=O)CCN2C(=O)c3ccccc3S2(=O)=O)c1C	11	-2	-3	-3	-1.9	.	-0.5	-5	109	10
O=C(NCC1CCCO1)c1cc2c(=O)[nH]c3ccccc3c2s1 (centres undefined)	10	-3	-5	-2	-0.8	1	5.3	-6	112	4
CCCCN(C)S(=O)(=O)c1c(C)[nH]c(=O)[nH]c1=O	5	-4	-1	5	1.0	-2	0.0	-15	99	-6
COc1cc(C2/C(=C(\O)c3ccc4c(c3)OCCO4)C(=O)C(=O)N2Cc2ccco2)ccc1O (centres undefined)	10	-2	4	-3	-2.8	1	-0.8	0	.	14
COc1ccc(OC)c(Cc2nnc(CCC(=O)N3CCCCCC3)o2)c1	-1	1	1	3	-1.5	2	-0.4	-6	99	8
CC(=O)Nc1ccc(SCCN2CC[C@@H](C)CCC2=O)cc1	-3	-7	3	4	1.3	8	-0.3	-9	111	-7
Oc1ccc(/C=N/Nc2ncnc3nc[nH]c23)cc1	20	0	3	-3	-4.2	1	-0.1	-13	84	21
O=C(Nc1nnc(C2CC2)s1)c1ccc(S(=O)(=O)c2ccccc2)cc1	4	-3	2	0	-1.6	.	-0.8	0	104	8
O=C1CCC[C@@H]2Cc3[nH]c4c(Cl)ccc(Cl)c4c3[C@@H]3CCN1[C@H]23	1	1	-7	0	-3.6	-6	1.7	-4	98	21
O=C(Nc1ccc(N2CCOCC2)cc1)C1CCN(S(=O)(=O)c2ccccc2F)CC1	-8	-4	-1	6	-1.3	-2	0.4	-1	99	7
COc1ccc(-c2ccc(SCC(=O)Nc3nccs3)nn2)cc1OC	-14	-4	2	-4	9.1	0	-1.7	1	.	-41
COc1ccc(N(S(=O)(=O)c2ccccc2)S(=O)(=O)c2ccccc2)c(N)c1	-8	5	0	0	-1.1	-5	0.4	-17	100	6
